MLLE-PAM2 inh: inhibitors of PABP1 MLLE–PAM2 peptide binding, primary screen, biochemical, fluorescence polarization, FITC-PAM2, GST-MLLE. 360,000 compounds, 0.36% hits. inhibition, % at 20 µM; in the data active = inhibition above about 35%, passing the limit was not always enough;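 also: plate controls were DMSO wells with GST-MLLE for no effect and wells lacking GST-MLLE protein for full effect; some results filed as inactive read as strong as hits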
Rin1-Abl PPI inh: inhibitors of Rin1-Abl protein binding, primary screen, biochemical, TR-FRET; 360,000 compounds, 0.4% hits; inhibition, % at 7.35 µM; Tyrosine-protein kinase ABL1 (Homo sapiens) + Ras and Rab interactor 1 (Homo sapiens), …; in the data active = inhibition above about 5%, passing the limit was not always enough
Neddylation inh: inhibitors of cullin neddylation, primary screen, biochemical, TR-FRET, uHTS, NAE and Ubc12. calls only at 25 µM. AID 651699, 2012. 360,000 compounds, 0.58% hits; in the data active = inhibition above about 36%
Rpn11 inh: Rpn11 (PSMD14) deubiquitinase inhibitors, primary screen, biochemical, fluorescence polarization, uHTS; 360,000 compounds, 0.59% hits; 26S proteasome non-ATPase regulatory subunit 14 (Homo sapiens), O00487; AID 588493, 2011; human 26S proteasome, Ub4-pepOG fluorescence polarization; 20S core pre-blocked with epoxomicin; calls only at 20 µM;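 active = inhibition at 20 µM, scaled to each plate's controls, above about 33%, limit read from the data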
NadD inh: inhibitors of S. aureus NadD, primary screen, biochemical, colorimetric, uHTS; Nicotinate-nucleotide adenylyltransferase NadD (Staphylococcus aureus N315); purified NadD enzyme, colorimetric absorbance read-out; inhibition, % at 20 µM; 360,000 compounds, 0.78% hits; AID 602399, 2012; in the data active = inhibition above about 26%; also: some compounds past the cut are filed as inactive
CSN inh: inhibitors of CSN-mediated cullin deneddylation, primary screen, biochemical, fluorescence polarization, uHTS. COP9 signalosome complex subunit 5 (Homo sapiens), Q92905. inhibition, % at 12.5 µM. Purified CSN, SCF-Nedd8-OG deneddylation. 360,000 compounds, 0.38% hits. AID 651999, 2013;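 active = pattern-corrected inhibition above about 35%, with an unprinted fluorescence ratio check between 0.5 and 1.5, limit read from the data, passing the limit was not always enough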;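 also: 0% = enzyme with substrate and 100% = substrate without enzyme; some results filed as inactive read as strong as hits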
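Schedule: reaction 90 min, room temperature / Assay system: HEK293T-derived human Csn5 enzyme / Input: Csn5 at 0.24 nM final / Measure: inhibition of Csn5 cleavage, % / Control set: substrate-only high control, full reaction low control / Technique: fluorescence polarization of the substrate / Buffer or medium: Tris/NaCl/DTT buffer, pH 7.5 / Reagent: SCFSkp2-Nedd8OG substrate at 10 nM final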
FAS TE block: FAS thioesterase domain inhibitors, primary screen, biochemical, fluorescence intensity, uHTS. recombinant FAS-TE, OMFH fluorogenic substrate, fluorescence endpoint. 360,000 compounds, 0.67% hits. AID 602261, 2012. inhibition, % at 15 µM. Fatty acid synthase (Homo sapiens), P49327;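 active = compounds whose normalised, plate-corrected inhibition of enzyme fluorescence in the single-dose primary screen is 50% or more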;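 also: 0% = DMSO with enzyme and 100% = substrate without enzyme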
MT1-MMP act inh: blockers of MT1-MMP proenzyme processing, primary screen, HT1080 RFP-PRO-GFP cells, GFP/RFP fluorescence; Matrix metalloproteinase-14 (Homo sapiens), P50281; 360,000 compounds, 0.061% hits; GFP/RFP ratio change, % at 20 µM; GFP/RFP ratio fluorescence, overnight; percent of plate control window, DMSO zero;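 active = GFP/RFP ratio change of at least 30% with cell ATP level not reduced by more than half and red fluorescence within 50% of control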; also: strong numbers were not always called active
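Assay system: HT1080 RFP-PRO-GFP cells. Benchmarks: DMSO vehicle wells and RFP-L50D-GFP reporter cell wells. Times: overnight cell settling, then overnight compound exposure, 37 °C, 5% CO2. Compound: 20 µM single dose, 1% DMSO. Read-out basis: GFP/RFP fluorescence ratio.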
SKN-1 inh: suppressors of acrylamide-induced Pgst-4::GFP reporter in worms, primary screen, SKN-1 inhibitor project, whole organism, uHTS, GFP/RFP fluorescence ratio, strain VP596 | C. elegans VP596 Pgst-4::GFP/RFP ratio, 24 h | inhibition, % at 21.8 µM | 360,000 compounds, 0.49% hits;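 active = interference check ratio from 0.5 to 1.5 plus GFP to RFP signal ratio inhibition reaching or exceeding a fixed threshold, cut at about 30% in these data, passing the limit was not always enough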; also: some compounds called inactive have numbers as strong as hits
An asterisk follows results filed as active; i = inactive; · = no result given; + = active, no number. An unsorted share of the library. Share with any hit: about 3.9%.

SMILES	MLLE-PAM2 inh	Rin1-Abl PPI inh	Neddylation inh	Rpn11 inh	NadD inh	CSN inh	FAS TE block	MT1-MMP act inh	SKN-1 inh
CN(C)S(=O)(=O)c1cccc(NC(=O)c2ccncc2)c1	-12	-2	i	i	0	4	-13	3	6
N#C/C(=C\c1cccs1)c1nc2ccccc2[nH]1	-25	-4	i	i	-2	-8	-18	-3	14
O=C(NC1CCCCC1)C(c1ccccc1F)N(Cc1ccco1)C(=O)c1ccccn1 (stereo not given)	6	3	i	i	1	3	-5	-1	-2
O=C(Cn1cnc2c(nnn2-c2ccc(F)cc2)c1=O)N1CCCC1	15	3	i	i	-3	-1	-2	-2	0
O=C(N[C@H]1C/C=C\C[C@@H](CC(=O)N(CCO)Cc2ccccc2)C(=O)N2CCC[C@H]2COC1=O)OCC1c2ccccc2-c2ccccc21	-6	-1	i	i	-2	-2	5	-2	4
COc1ccccc1CNC(=O)c1ccc(SC)cc1OC	9	-1	i	i	-6	0	8	-4	-1
COc1ccccc1NC(=O)CSc1nnc(CCC(=O)Nc2ccccc2F)n1C	-2	-1	i	i	-5	6	-5	-3	-7
O=C(NCc1ccccc1)N1CCOCC1	-19	3	i	i	-2	4	-4	-3	0
COC(=O)CN(c1cc(C(F)(F)F)ccc1Cl)S(C)(=O)=O	2	5	i	i	1	6	-2	0	10
CC1(C)NC(=O)N(CC(=O)N2CCN(c3ccc([N+](=O)[O-])cc3)CC2)C1=O	-19	1	i	i	2	7	1	-2	0
CCCOc1ccc(Cc2c(COCC)[nH]c(=S)[nH]c2=O)cc1	24	-1	i	i	-1	-3	-3	3	-4
CCOC(=O)c1c(C)[nH]c(C)c1C(=O)COC(=O)c1c(OC)cccc1OC	-11	2	i	i	6	4	-8	-1	3
CCOc1ccc(CN2CCN(Cc3ccsc3)C(CCO)C2)cc1CO (stereo not given)	4	2	i	i	0	-1	-3	-3	-11
CCc1c(C)nc2ncnn2c1N1CCCC(C(=O)NCc2ccco2)C1 (stereo not given)	-4	3	i	i	-5	1	-3	4	8
N#Cc1ccc(-c2cccnc2)nc1SCc1ccc(Cl)cc1Cl	-2	-12	i	i	2	1	55*	-5	13
Cc1cccc(C(=O)NCc2nnc(SCC(=O)NC(C)c3ccccc3)n2C)c1 (stereo not given)	3	1	i	i	1	-3	-11	3	2
Cc1ccc2oc(C(=O)N3CCC(N4CCSCC4)CC3)c(C)c2c1	-7	2	i	i	0	1	-4	-1	8
COc1ccc2sc(N(CCCN(C)C)C(=O)c3ccc(S(=O)(=O)N(C)C4CCCCC4)cc3)nc2c1	3	0	i	i	-5	-4	12	-3	4
C/C(=C\C(=O)O)C(=O)Nc1nccs1	17	-1	i	i	1	4	-7	5	-13
Oc1ccc(CN2CCCc3ccccc32)c2cccnc12	42*	4	·	+	28	-3	-12	-11	6
COc1ccc2c(c1)CC/C(=C\C=C\c1ccccc1)C2=O	0	3	i	i	4	4	18	-4	31
CC(=O)c1sc(N/N=C/c2cccc(O)c2)nc1C	-73	2	i	i	4	11	3	-9	2
Nc1nonc1C(=O)NCCNc1ncccc1[N+](=O)[O-]	14	-6	i	i	-2	-7	-5	-7	-5
C[C@H](CO)N1C[C@H](C)[C@@H](CN(C)Cc2cncnc2)Oc2cc(Br)ccc2S1(=O)=O	2	-2	i	i	-3	0	-2	2	5
Cc1cc(C)n(-c2ccc(NC(=O)C3CCN(Cc4cnc(C)s4)CC3)cc2)n1	-6	1	i	i	-8	3	-6	-8	1

Complete entries, quoted from the list. Values in the order: MLLE-PAM2 inh	Rin1-Abl PPI inh	Neddylation inh	Rpn11 inh	NadD inh	CSN inh	FAS TE block	MT1-MMP act inh	SKN-1 inh
`Nc1nonc1C(=O)NCCNc1ncccc1[N+](=O)[O-]` in the list: 14	-6	i	i	-2	-7	-5	-7	-5
`CCOc1ccc(CN2CCN(Cc3ccsc3)C(CCO)C2)cc1CO` (stereo not given) in the list: 4	2	i	i	0	-1	-3	-3	-11
`COC(=O)CN(c1cc(C(F)(F)F)ccc1Cl)S(C)(=O)=O` in the list: 2	5	i	i	1	6	-2	0	10
`O=C(N[C@H]1C/C=C\C[C@@H](CC(=O)N(CCO)Cc2ccccc2)C(=O)N2CCC[C@H]2COC1=O)OCC1c2ccccc2-c2ccccc21` in the list: -6	-1	i	i	-2	-2	5	-2	4

Back to the main list; the 5 compounds before the break are reprinted first.
SMILES	MLLE-PAM2 inh	Rin1-Abl PPI inh	Neddylation inh	Rpn11 inh	NadD inh	CSN inh	FAS TE block	MT1-MMP act inh	SKN-1 inh
COc1ccc2c(c1)CC/C(=C\C=C\c1ccccc1)C2=O	0	3	i	i	4	4	18	-4	31
CC(=O)c1sc(N/N=C/c2cccc(O)c2)nc1C	-73	2	i	i	4	11	3	-9	2
Nc1nonc1C(=O)NCCNc1ncccc1[N+](=O)[O-]	14	-6	i	i	-2	-7	-5	-7	-5
C[C@H](CO)N1C[C@H](C)[C@@H](CN(C)Cc2cncnc2)Oc2cc(Br)ccc2S1(=O)=O	2	-2	i	i	-3	0	-2	2	5
Cc1cc(C)n(-c2ccc(NC(=O)C3CCN(Cc4cnc(C)s4)CC3)cc2)n1	-6	1	i	i	-8	3	-6	-8	1
CC(=O)Nc1ccc(Cl)c(-c2nc3ncccc3o2)c1	-5	-1	i	i	-1	2	0	1	-16
CN(C)S(=O)(=O)c1ccc(C(=O)NCc2nnc(SCC(=O)Nc3ccc(F)cc3)n2-c2ccc(F)cc2)cc1	-8	0	i	i	7	-2	12	-4	4
COc1ccc(NC(=O)c2ccccc2CC[N+](=O)[O-])cc1	5	3	i	i	0	-24	-3	2	6
Cc1ccccc1NC(=O)c1ocnc1C	15	2	i	i	3	-1	-9	-1	-8
CCN(CC)C(=O)CN(c1cccc(Br)c1)S(C)(=O)=O	5	3	i	i	-3	-7	-5	1	-4
O=C(NCc1ccc(F)cc1)c1ccc(CS(=O)(=O)c2ccc(Br)cc2)o1	-3	0	i	i	-1	5	3	1	-3
CN(C)S(=O)(=O)c1cccc(NC(=O)COC(=O)c2ccc3ccccc3n2)c1	-3	-1	i	i	1	0	0	1	22
COc1ccc(C)cc1NC(=O)COC(=O)c1c(C)noc1C	1	3	i	i	-1	0	-4	8	9
CCNC(=O)c1ccc(C23CC4CC(CC(C4)C2)C3)o1	4	0	i	i	-6	-1	5	-2	4
Cc1cc(C)c(C(=O)NNC(=O)c2cccnc2)c(C)c1	7	-2	i	i	-2	-2	-8	2	4
CSc1ncccc1C(=O)OCC(=O)c1ccc(S(=O)(=O)N2CCCCC2)cc1	-5	2	i	i	2	2	22	-2	8
CC(NC(=O)Nc1cccnc1)(C(F)(F)F)C(F)(F)F	0	1	i	i	0	-2	-3	-2	-1
Cn1c(NC(=O)c2ccccc2F)c(-c2cccs2)c(=O)c2ccccc21	-3	2	i	i	-1	-2	1	·	-18
CCc1nc(Nc2ccc(O)cc2)c2oc3ccccc3c2n1	3	3	i	i	-6	3	0	1	15
CC1CCN(CC(=O)NCCc2ccc(F)cc2)CC1	7	-2	i	i	6	-3	-4	4	-3
CCCC(=O)Nc1cccn(Cc2ccccc2Br)c1=O	-3	-2	i	i	-2	3	-4	5	-4
Cc1ccc(OCCN(C)C)c([N+](=O)[O-])c1	6	0	i	i	-1	-4	-5	0	-3
Clc1ccc(Cl)c2sc(N3CCOCC3)nc12	9	-3	i	i	-5	-2	7	0	24
CCN(CC)c1nc2nonc2nc1N(CC)CC	-11	1	i	i	-3	-4	-6	1	-8
Cc1cc(NC(=O)CSc2nnc(-c3ccccc3)o2)no1	1	-5	i	i	-2	-5	-2	5	-6
COc1ccc(Nc2nc(N3CCOCC3)nc(N3CCOCC3)n2)cc1	10	4	i	i	-3	1	-3	2	2
Cc1ccccc1NC(=O)COC(=O)c1ccccc1SCC(=O)N1CCCC1	17	4	i	i	13	0	-7	0	-22
CC(=N)C1=C(O)CC(C)(C)CC1=O	2	3	i	i	7	-2	-6	0	-34
Cc1cc(C)n2nc(C(F)(F)F)c(-c3ccccc3)c2n1	13	1	i	i	-6	-3	15	-2	9
COCCNC(=O)C1(C)CCN(C(=O)c2cc(C(C)(C)C)nn2C)C1 (stereo not given)	-5	-3	i	i	3	-2	-4	0	-7
O=C(O)CC1CC(O)CCC1=O (stereo not given)	7	1	i	i	-4	0	-11	4	6
CCOc1ccc(NC(=O)CC(c2ccccc2)c2ccc(F)cc2)cc1 (stereo not given)	-4	1	i	i	-11	3	16	-13	9

Screening data (PubChem)
